TRPC6 act = activates the mouse TRPC6 cation channel. HEK293-TRPC6 membrane potential dye fluorescence; hits give high values. 310,000 compounds, 0.13% hits. B-score at 10 µM;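 active = B-score of the integrated fluorescence ratio above library mean plus 3 SD, and starting fluorescence ratio within library mean plus 5 SD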;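 note: higher score means more depolarization so channel activation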
TRPC6 inhibitor = inhibitors of mouse TRPC6 channel; B-score at 10 µM; 310,000 compounds, 1.1% hits; HEK293-TRPC6, membrane potential dye, ACh-evoked depolarization; hits give low values; Q61143;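 active = B-score under library mean minus 3 SD, initial fluorescence not abnormally high, positive integrated signal ratio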;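 note: B-score derived from integrated fluorescence ratio over the kinetic read; more negative B-score means stronger inhibition of depolarization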
MrgX1 PAM = allosterically activates human MrgX1 receptor signaling; 310,000 compounds, 0.63% hits; MrgX1-HEK293, Fluo-4 calcium flux, FDSS; hits give high values; Q96LB2; AID 588675; B-score at 10 µM;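 active = plate-corrected calcium response at least 3 library SD above typical, normal starting fluorescence, not activating the receptor alone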;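 note: compound read alongside a low EC10 to EC30 dose of BAM8-22 agonist; peak minus trough fluorescence over baseline measured at the second addition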
PolyA inhibitor = blocks polyadenylation in yeast reporter cells | S. cerevisiae SKY197-pL101 polyadenylation reporter, beta-gal luminescence; efflux-impaired pdr1/pdr3 knockout yeast; score 100 = 6 SD above DMSO | calls only at 12 µM | 300,000 compounds, 0.02% hits | AID 1875;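 active = lowest replicate activity score at least 50, where 100 means six control SD above control mean; inconclusive = lowest score under 50 but half or more replicates reach 50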;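 note: yeast exposed to compound for 9 h at 30 °C; higher score means more reporter readthrough which indicates perturbed polyadenylation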
MrgX1 ag = agonists of human MrgX1 receptor | MrgX1-HEK293 cells, Fluo-4 calcium fluorescence, agonist mode; hits give high values | Q96LB2 | B-score at 10 µM | 310,000 compounds, 0.44% hits;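 active = calcium response B-score plate-corrected fluorescence ratio at least 3 library SD, with starting fluorescence B-score inside 5 SD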
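Assay system: stable human MrgX1 HEK293 cell line. Quantity: 15,000 cells per well. Schedule: cells plated overnight, dye loaded 0.5 h 37 °C, 0.5 h room temperature. Detection: Fluo-4 NW calcium-flux fluorescence, kinetic read. Read-out basis: peak-minus-minimum fluorescence over baseline, converted to B scores. Control set: positive and negative control wells on each plate.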
TRPC4 PAM = allosterically enhances the mouse TRPC4 cation channel; AID 2227; 310,000 compounds, 0.42% hits; B-score at 10 µM; HEK293 TRPC4beta/mu-opioid, DAMGO EC20, Fluo-4 Ca2+ flux; hits give high values;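 active = B-score of calcium response area above 5 SD of library B-scores, with initial fluorescence ratio within 5 SD of library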;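 note: B-score of integrated fluorescence ratio over time as area under calcium response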
Target sequence (Q9QUQ5 whole entry, looked up): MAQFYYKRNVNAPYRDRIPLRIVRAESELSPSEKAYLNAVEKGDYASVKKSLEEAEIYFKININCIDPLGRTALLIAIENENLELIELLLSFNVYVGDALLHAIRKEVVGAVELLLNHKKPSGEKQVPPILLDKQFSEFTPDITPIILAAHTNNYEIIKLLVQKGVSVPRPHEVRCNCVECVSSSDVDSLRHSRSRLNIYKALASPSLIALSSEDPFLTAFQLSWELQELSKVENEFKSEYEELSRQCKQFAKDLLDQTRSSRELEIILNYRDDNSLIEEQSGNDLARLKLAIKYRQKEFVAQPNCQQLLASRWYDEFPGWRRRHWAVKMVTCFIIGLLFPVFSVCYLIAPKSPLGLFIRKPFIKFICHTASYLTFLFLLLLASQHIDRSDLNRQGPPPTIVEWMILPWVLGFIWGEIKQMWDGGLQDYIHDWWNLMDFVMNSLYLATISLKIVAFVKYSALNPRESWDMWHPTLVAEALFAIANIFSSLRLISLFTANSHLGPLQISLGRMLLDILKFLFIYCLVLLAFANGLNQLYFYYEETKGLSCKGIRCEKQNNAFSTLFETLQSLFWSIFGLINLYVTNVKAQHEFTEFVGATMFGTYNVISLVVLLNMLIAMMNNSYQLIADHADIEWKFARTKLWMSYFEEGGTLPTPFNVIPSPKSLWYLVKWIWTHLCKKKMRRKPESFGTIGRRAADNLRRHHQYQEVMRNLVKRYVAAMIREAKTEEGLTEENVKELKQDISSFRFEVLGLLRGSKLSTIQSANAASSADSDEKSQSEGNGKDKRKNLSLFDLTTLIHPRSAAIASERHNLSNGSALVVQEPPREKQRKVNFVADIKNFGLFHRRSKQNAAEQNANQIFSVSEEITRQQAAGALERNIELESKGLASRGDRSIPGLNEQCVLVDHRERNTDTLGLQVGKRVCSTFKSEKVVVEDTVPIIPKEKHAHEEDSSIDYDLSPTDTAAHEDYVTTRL
TRPC4 act = opens the mouse TRPC4 cation channel; Q9QUQ5; HEK293 TRPC4beta/mu-opioid, Fluo4 calcium fluorescence; hits give high values; B-score at 10 µM; 310,000 compounds, 0.49% hits; AID 2237;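 active = B-score above 5 SD of library B-scores, and initial fluorescence ratio not above library mean plus 5 SD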;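 note: positive B-score marks a calcium rise read as TRPC4 activation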
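Assay system: HEK293 stable line with TRPC4beta plus mu-opioid receptor. Times: dye 45 min RT, read 110 s. Measured by: kinetic Fluo4 calcium fluorescence. Measure: B score of integrated ratio. Controls: assay buffer as low control, maximal DAMGO as high control.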
AI-2 QS mod = modulators of Vibrio harveyi AI-2 quorum sensing system. Vibrio harveyi JMH597 AI-2 luminescence/OD600 ratio, 9 h; hits give low values; strain lacks LuxN and CqsS sensors; 0 = neutral-control median. activity change, % at 7.5 µM. 300,000 compounds, 0.4% hits. AID 2094; in the data active = activity change below about -75%, passing the limit was not always enough; inconclusive = no clear call, values can overlap the other calls;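 note: luminescence divided by OD600 gain over 9 h not by final OD600 alone; inactives centre near 13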
TRPC4 block = TRPC4 (mouse) channel inhibition; Q9QUQ5; HEK293 TRPC4beta/mu-opioid, DAMGO-evoked Fluo4 calcium flux; hits give low values; B-score at 10 µM; 300,000 compounds, 0.39% hits; AID 2247;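 active = B-score over 3 SD under the library average, no early fluorescence shift, positive overall ratio signal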
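Test system – stable TRPC4beta/mu-opioid receptor HEK293 cells · Probe or stimulus – DAMGO, a submaximal dose followed by a maximal one · Dosing – one concentration per compound · Signal – Fluo4 calcium fluorescence by kinetic imaging, 5 s 1 Hz baseline · Evaluation – per-well B score of integrated baseline-normalized Fluo4 ratio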
HIF act = HIF pathway transcriptional activation; U2OS HRE-luciferase reporter, luminescence; normalized: DMSO 0%, desferrioxamine 100%; activation, % at 7.5 µM (by protocol); 300,000 compounds, 0.32% hits; AID 1910;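 active = mean activation of at least 10% of the iron chelator positive control signal, with at least half of replicates also reaching 10%; inconclusive = mean and replicate majority disagree about reaching 10%; inactive = mean and most replicates under 10%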
MrgX1 antagonist = human MrgX1 receptor antagonism, primary screen | B-score at 10 µM | MRGX1-HEK293 calcium flux, Fluo-4, BAM8-22 antagonism; hits give low values | 310,000 compounds, 1.3% hits | Q96LB2;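 active = calcium-response B-score plate-corrected more than 3 library SD below zero, starting fluorescence within 5 deviations, no agonist response on first addition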;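 note: peak minus trough fluorescence over baseline after final BAM8-22 challenge near maximal dose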
* hit, by the source's call; i = inactive; ? = inconclusive; . = no result given.

entry	canonical_smiles	MrgX1 ag	MrgX1 antagonist	HIF act	TRPC4 PAM	TRPC6 act	TRPC4 block	MrgX1 PAM	PolyA inhibitor	TRPC4 act	AI-2 QS mod	TRPC6 inhibitor
1	CC1CCC(N2CCN(c3ccc([N+](=O)[O-])cc3)CC2)CC1 (stereo not drawn)	i	i	-2.1	i	i	i	i	i	i	24	i
2	Clc1ccc(OCc2nn[nH]n2)cc1	i	i	-0.8	i	i	i	i	i	i	9	i
3	CCC(C)NCCOc1cc(C)cc(C)c1C (stereo not drawn)	i	i	-0.5	i	i	i	i	i	i	10	i
4	COc1ccc(OC(C)C(=O)NC2CCCCCCC2)cc1 (stereo not drawn)	i	i	-0.5	i	i	i	i	i	i	17	i
5	CN(C)S(=O)(=O)N1CCN(C(=O)c2ccccc2)CC1	i	i	-0.2	i	i	i	i	i	i	24	i
6	CC(/C=N/NC(=O)c1cc(-c2ccncc2)nc2ccccc12)=C\c1ccco1	i	i	-0.1	i	i	i	i	i	i	.	i
7	Cc1cc(NS(=O)(=O)c2c(C(=O)N3CCOCC3)c(C)n(C)c2C)ccc1Br	i	i	-0.2	i	i	i	i	i	i	21	i
8	CO/N=C/C(C#N)=C/c1ccc(OC)cc1	i	i	4.0	i	i	i	i	.	i	9	i
9	O=C(CCc1nc2sc3c(c2c(=O)[nH]1)CCCC3)NCCc1ccc(F)cc1	i	i	-0.4	i	i	i	i	i	i	7	i
10	CC(=O)N1CCN(c2ccc(NC(=S)NC(=O)c3ccccc3)cc2)CC1	i	i	0.7	i	i	i	i	i	i	9	i
11	Cc1ccc(S(=O)(=O)N2CCCC2CNC(=O)c2ccccc2)cc1 (stereo not drawn)	i	i	-0.1	i	i	i	i	i	i	2	i
12	CCCCn1c(N)c(N(CC(C)C)C(=O)c2cc3c(s2)CCC3)c(=O)[nH]c1=O	i	i	-0.2	i	i	i	i	i	i	22	i
13	O=C1CCN(C(=O)c2ccc(Cl)cc2)N1	i	i	-0.1	i	i	i	i	i	i	21	i
14	Cc1ccc(CNC(=O)C(=O)NCC2OCCN2S(=O)(=O)c2ccc(Br)cc2)cc1 (stereo not drawn)	i	i	-0.3	i	i	i	i	i	i	27	i
15	COC(=O)c1ccc(N/N=C/c2cc([N+](=O)[O-])cc(OC)c2O)cc1	i	i	-0.4	i	i	i	i	i	i	9	i
16	Cc1ccc(S(=O)(=O)Cc2ccc(C(=O)OCc3ccccc3)cc2)cc1	i	i	-2.7	i	i	i	i	i	i	11	i
17	O=C(NC1=NCCS1)c1ccc2c(c1)C(=O)N(Cc1ccco1)C2=O	i	i	-0.1	i	i	i	i	i	i	27	i
18	CCCc1cc(=O)oc2cc(OCC(=O)N3CCOCC3)c(Cl)cc12	i	i	0.0	i	i	i	i	i	i	27	i
19	CCOc1ccccc1NC(=O)c1cccc2c1C(=O)N(CCOC)C2	i	i	0.4	i	i	i	i	.	i	33	i
20	CCOC(=O)C1CCN(C(=O)CCNS(=O)(=O)c2cc(Br)cnc2N)CC1	i	i	-0.4	i	i	i	i	i	i	17	i
21	CC(=O)NN1C(=O)/C(=C\c2ccc(Br)o2)SC1=S	i	i	-0.9	i	i	i	i	i	i	31	i
22	CCN(CC)CCn1c(=N)n(CCO)c2ccccc21	i	i	0.5	i	i	i	i	i	i	17	i
23	CCN(CC)CCCNC(=O)Cn1nc([N+](=O)[O-])c(Cl)c1C	i	i	-0.4	i	i	i	i	i	i	-2	i
24	CC(C)CC(OC(=O)c1cccs1)C(=O)NCC1CCCO1 (stereo not drawn)	i	i	-0.3	i	i	i	i	i	i	6	i
25	Cc1ccc(C(=O)N/C(=C\c2cn(-c3ccccc3)nc2-c2ccccc2)C(=O)N2CCOCC2)cc1	i	i	.	i	i	i	i	i	i	20	i
26	CC1(C(=O)Nc2ccc3c(c2)OCO3)CC1(Cl)Cl (stereo not drawn)	i	i	0.9	i	i	i	i	i	i	30	i
27	O=C(COC(=O)c1cnc(Cl)c(Cl)c1)Nc1ccc(S(=O)(=O)N2CCCC2)cc1	i	i	-0.5	i	i	i	i	i	i	-14	i
28	O=C(NCc1ccc(Cl)cc1)C1CC(O)CN1S(=O)(=O)c1ccc(Cl)cc1 (stereo not drawn)	i	i	-1.0	i	i	i	i	i	i	13	i
29	C=CCOCC(O)Cn1c(N2CCCC2)nc2c1c(=O)[nH]c(=O)n2C (stereo not drawn)	i	i	-2.0	i	i	i	i	i	i	14	i
30	C=Cc1ccc(Cn2nc(-c3ccccc3)ccc2=O)cc1	i	i	-38	i	i	i	i	i	i	1	i

Reprinted from the part before: 2 entries, followed by the next part.
entry	canonical_smiles	MrgX1 ag	MrgX1 antagonist	HIF act	TRPC4 PAM	TRPC6 act	TRPC4 block	MrgX1 PAM	PolyA inhibitor	TRPC4 act	AI-2 QS mod	TRPC6 inhibitor
29	C=CCOCC(O)Cn1c(N2CCCC2)nc2c1c(=O)[nH]c(=O)n2C (stereo not drawn)	i	i	-2.0	i	i	i	i	i	i	14	i
30	C=Cc1ccc(Cn2nc(-c3ccccc3)ccc2=O)cc1	i	i	-38	i	i	i	i	i	i	1	i
31	Cc1ccc(NC(=O)C2CCCN(C(=O)c3ccc(Cl)cc3)C2)cc1S(=O)(=O)N1CCOCC1 (stereo not drawn)	i	i	0.1	i	i	i	i	i	i	8	i
32	CCOC(=O)C1=C(C)N(C)C(=O)NC1c1c(O)ccc2ccccc12 (stereo not drawn)	i	i	0.2	i	i	i	i	i	i	20	i
33	CC1CCN(C(=O)c2cccc(NC(=O)c3cccs3)c2)CC1	i	i	-34	i	i	i	i	i	i	23	i
34	NC(N)=NC(N)=Nc1ccc(SC(F)(F)F)cc1	i	i	-0.5	i	i	i	i	i	i	27	i
35	CCOc1ccc(-c2nnc(-c3ccccc3)n2-c2ccccc2)cc1	i	i	1.5	i	i	i	i	i	i	7	i
36	CCCOc1ccc(C(=O)NNC(=S)NC(=O)c2cccs2)cc1	110*	i	-1.5	i	i	i	i	i	175*	?	i
37	Cc1ccc(S(=O)(=O)N2CCN(S(=O)(=O)c3ccc4c(c3)OCCO4)CC2)cc1	i	i	0.2	i	i	i	i	i	i	21	i
38	O=C(NCc1ccccc1)NC1(C(=O)Nc2ccc3c(c2)OCCO3)CCCCC1	i	i	0.3	i	i	i	i	i	i	16	i
39	O=C(NCc1ccccc1)C(c1cccnc1)N(C(=O)c1ccccn1)c1ccc(F)cc1 (stereo not drawn)	i	i	0.4	i	i	i	i	i	i	6	i
40	CCOC(=O)CC(=O)CSc1ncnc2c1cnn2-c1ccccc1	i	i	2.4	i	i	i	i	i	i	37	i
41	CCOc1ccc(C(=O)N/N=C/c2c(C)[nH]c(=O)[nH]c2=O)cc1	i	i	-0.4	i	i	i	i	i	i	5	i
42	O=c1c2nncn2c2cccnc2n1CCNc1ncc(C(F)(F)F)cc1Cl	i	i	-0.2	i	i	i	i	i	i	28	i
43	c1ccc(CNc2ncnc3sccc23)cc1	i	i	0.0	i	i	i	i	i	i	12	i
44	O=C(Nc1ccccc1F)NC1CC1	i	i	-0.1	i	i	i	i	i	i	17	i
45	CCc1nc(NCC2CCCO2)c2oc3ccccc3c2n1 (stereo not drawn)	i	i	0.0	i	i	i	i	i	i	6	i
46	c1ccc(CNc2ncnc3c2oc2ccccc23)nc1	i	i	3.5	i	i	i	i	i	i	6	i
47	CC(C)c1ccc(NC(=S)NC2CCCCCC2)cc1	i	i	3.0	i	i	i	i	i	i	15	i
48	O=c1[nH]c(C2C3CC4CC(C3)CC2C4)nc2ccccc12 (stereo not drawn)	i	i	-0.2	i	i	i	i	i	i	27	i
49	COC(=O)c1c(NC(=O)CN2CCN(c3ncccn3)CC2)sc(C(N)=O)c1C	i	i	-0.4	i	i	i	i	i	i	8	i
50	COc1ccccc1N1CCN(C(=O)c2cc(=O)c3ccc(C)cc3o2)CC1	i	i	-0.1	i	i	i	i	i	i	12	i
51	COC(=O)CC(NC(=O)CN1CCN(c2ccc(F)cc2)CC1)c1cccc(F)c1 (stereo not drawn)	i	i	-0.4	i	i	i	i	i	i	-6	i
52	CCc1cc(S(=O)(=O)N2CCN(C(=O)c3ccco3)CC2)ccc1OC	i	i	-0.9	i	i	i	i	i	i	12	i
53	O=C1NC2(CCCCCC2)C(=O)N1Cc1ccccc1Cl	i	i	-1.1	i	i	i	i	i	i	-3	i
54	CSC(=NCc1ccco1)NC#N	i	i	-0.4	i	i	i	i	i	i	11	i
55	Cc1cc(=O)n(C)c2ccc(S(=O)(=O)N3CCOCC3)cc12	i	i	2.1	i	i	i	i	i	i	13	i
56	COc1ccc(CCN(Cc2ccccn2)C(=S)Nc2ccccc2C)cc1OC	i	i	0.1	i	i	i	i	i	i	16	i
57	CC(C)CN1CCN(Cc2cnc(N3CCOCC3)s2)CC1CCO (stereo not drawn)	i	i	-0.5	i	i	i	i	i	i	20	i
58	CCN1CCCC1CNC(=O)c1cc2c(OC)c(OC)c(OC)cc2[nH]1 (stereo not drawn)	i	i	-30	i	i	i	i	i	i	16	i
59	Cc1[nH]n(-c2cccc3ccccc23)c(=O)c1/C=N/NC(=O)c1cccc([N+](=O)[O-])c1	i	i	-0.2	i	i	i	i	i	i	6	i
60	S=c1[nH]c(-c2ccc(Cl)cc2)cs1	i	i	1.8	i	i	i	i	i	i	-1	i

Only part of the results is shown; the hit share may differ from the screen's.
